Screens as filed in PubChem BioAssay.
ELG1 genotox: induces genotoxicity in HEK293T cells with luciferase-tagged ELG1 | 330,000 tested, 1.3% active | AID 504466 | HEK293T ELG1-luciferase reporter, luminescence, 16 h | Potency, µM (titrated, usually from 46 µM), without a hit: at the highest dose activity change, positive = activation, most hits filed as activators; also: potency is read from the fitted curve at half-maximal effect; % of control where 0% means no effect; nearly all actives have a fitted effect of over 60% in size
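Cells (2,000/well) expressing the ELG1-luciferase fusion are dosed by pin tool and kept 16 hr at 37 °C, 5% CO2. Signal comes from ONE-Glo luciferase reagent after 30 min at room temperature.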
Tb PFK block: inhibitors of T. brucei phosphofructokinase; Potency, µM (top dose mostly 57.5 µM), inactives show top-dose activity, negative = inhibition, usual class: inhibitors; 330,000 tested, 0.17% active; T. brucei PFK, ADP-Glo luminescence;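 also: potency is read from the fitted curve at half-maximal effect; 0% = uninhibited 1x PFK enzyme wells and -100% = no-enzyme wells; nearly all actives have a fitted effect of over 60% in size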
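In TEA buffer at pH 8.0 with 5 mM MgCl2, enzyme (1.25 nM) converted F6P (0.5 mM) and ATP (0.1 mM) for 45 min at room temperature. ADP product was read by luciferase luminescence.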
Gal4-VP16 FLuc: inhibits Gal4-VP16 luciferase reporter, ROR gamma counter-screen. Potency, µM (highest dose often 53.6 µM), for the others: top-dose activity, negative = inhibition, actives largely listed as inhibitors. 310,000 tested, 3.5% active. Drosophila S2 Gal4-VP16 UAS-luciferase, luminescence, 20 h;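 also: Gal4-VP16 expression switched on by copper sulfate through the metallothionein promoter; potency is read from the fitted curve at half-maximal effect; % is scaled to controls: 0 for no effect and ±100 for the full control effect; nearly all actives have a fitted effect of over 50% in size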
BRCA1 expr up: increases BRCA1 expression. 380,000 tested, 1.1% active. Potency, µM (doses to about 46.1 µM), inactives show at the highest dose activation, actives largely listed as activators. MCF7-BRCA1-FFLuc reporter, luminescence, 48 h; response scale: scaled: vehicle 0%, 10 µM genistein 100%. AID 624202; also: potency is read from the fitted curve at half-maximal effect; nearly all actives have a fitted effect of over 80% in size; some results filed as inactive show a strong effect at the top dose
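Luminescence from a BRCA1-driven firefly luciferase in MCF7 cells was the read-out, taken 15 min after substrate addition following 48 h compound exposure at 37 °C. Data were normalized to a 10 microM genistein control and DMSO vehicle.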
ELG1 repair inh: blocks ELG1-dependent DNA repair in HEK293T cells | HEK293T ELG1-luciferase reporter, luminescence, 16 h; DNA damage induced by 5-fluorouridine | Potency, µM (titrated, usually from 46.1 µM), for inactives: top-dose activity change, negative = inhibition, actives largely listed as inhibitors | 330,000 tested, 2.3% active | AID 504467; also: potency is read from the fitted curve at half-maximal effect; % is scaled to controls: 0 for no effect and ±100 for the full control effect; nearly all actives have a fitted effect of over 55% in size
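Quantitative HTS, concentration-response format. 2,000 cells/well co-treated with 5-fluorouridine and compound, 16 hr in 5% CO2 at 37 °C; ONE-Glo luminescence read after 30 min.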
TRPV1 agonist: activates the human vanilloid receptor TRPV1 | Q8NER1 | TRPV1-expressing cells, Fluo-8 calcium influx, agonist mode | activation, % at 8.33 µM | 320,000 tested, 0.19% active | AID 540275; in the data active = activation above about 80%; inconclusive = between about 30% and that limit; also: 0% is about no effect
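Cells expressing TRPV1 were dye-loaded with Fluo-8 and read kinetically: 10 s baseline, 3 min after compound (agonist portion), then 2 min after EC20 capsaicin (allosteric enhancer portion). Calcium-bound dye fluorescence at 480/520 nm.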
RORgamma inh: ROR gamma (mouse) transcription inhibition. P51450. Drosophila S2 Gal4-RORgamma UAS-luciferase reporter, 20 h. Potency, µM (titrated, usually from 53.6 µM), for inactives: top-dose activity change, negative = inhibition, most hits filed as inhibitors. 310,000 tested, 5.4% active. AID 2551; also: potency is read from the fitted curve at half-maximal effect; % is scaled to controls: 0 for no effect and ±100 for the full control effect; nearly all actives have a fitted effect of over 60% in size
Target sequence (P51450 whole entry, looked up, the tested form may be a part): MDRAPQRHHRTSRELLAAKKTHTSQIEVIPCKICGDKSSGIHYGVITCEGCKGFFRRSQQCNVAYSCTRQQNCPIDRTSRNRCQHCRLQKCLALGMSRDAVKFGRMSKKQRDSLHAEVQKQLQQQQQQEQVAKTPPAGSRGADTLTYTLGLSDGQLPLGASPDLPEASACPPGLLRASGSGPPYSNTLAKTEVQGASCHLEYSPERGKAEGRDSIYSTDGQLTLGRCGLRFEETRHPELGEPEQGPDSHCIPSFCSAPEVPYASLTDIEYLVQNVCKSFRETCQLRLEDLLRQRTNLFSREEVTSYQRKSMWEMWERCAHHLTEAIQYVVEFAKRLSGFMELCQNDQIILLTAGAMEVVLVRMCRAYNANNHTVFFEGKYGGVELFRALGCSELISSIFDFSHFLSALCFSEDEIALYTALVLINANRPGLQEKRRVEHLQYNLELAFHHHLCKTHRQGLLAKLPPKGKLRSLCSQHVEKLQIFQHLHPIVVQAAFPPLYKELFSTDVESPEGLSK
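ROR gamma transcriptional activity was tracked as Gal4-UAS luciferase output in stably transfected Drosophila Schneider cells, with compound added 1 hr before 700 uM copper sulfate induction and a 20 hr ambient-temperature incubation.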
FLuc modulator: firefly luciferase modulation, counter-screen for miR-21 project; Potency, µM (series often up to 57.5 µM), for inactives: at the highest dose activity change, negative = inhibition, hits mostly inhibitors; purified FLuc, Km substrates, luminescence inhibition; 360,000 tested, 6.9% active; AID 588342; P08659;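 also: potency is read from the fitted curve at half-maximal effect; plate controls were vehicle for no effect and reference inhibitor for full effect; nearly all actives have a fitted effect of over 55% in size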
Target sequence (P08659 whole entry, looked up): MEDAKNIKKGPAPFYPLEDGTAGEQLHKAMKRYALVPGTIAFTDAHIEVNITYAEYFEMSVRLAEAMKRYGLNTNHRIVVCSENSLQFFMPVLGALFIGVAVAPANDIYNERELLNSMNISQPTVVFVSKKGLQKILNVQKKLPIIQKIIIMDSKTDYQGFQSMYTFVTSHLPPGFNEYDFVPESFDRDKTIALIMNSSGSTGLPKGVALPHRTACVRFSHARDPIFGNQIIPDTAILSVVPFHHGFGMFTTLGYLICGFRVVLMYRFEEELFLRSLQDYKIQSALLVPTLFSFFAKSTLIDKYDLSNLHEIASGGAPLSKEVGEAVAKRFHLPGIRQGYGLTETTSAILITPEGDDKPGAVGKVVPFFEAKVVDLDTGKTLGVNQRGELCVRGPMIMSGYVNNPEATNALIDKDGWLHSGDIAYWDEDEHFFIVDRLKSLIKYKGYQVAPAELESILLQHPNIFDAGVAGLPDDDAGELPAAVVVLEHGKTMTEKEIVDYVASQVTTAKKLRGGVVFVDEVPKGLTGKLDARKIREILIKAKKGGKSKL
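Biochemical qHTS of compounds, final roughly 60 µM downward over six points, against 10 nM purified firefly luciferase using Km concentrations of substrates (10 uM D-luciferin, 10 uM ATP) in Tris acetate pH 7.5 buffer; luminescence output.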
NPC1 promoter act: activates the NPC1 promoter | Huh7 NPC1 promoter luciferase reporter, 24 h | Potency, µM (highest dose often 9.22 µM), inactives show at the top dose activation, hits mostly activators | 320,000 tested, 2.4% active | AID 485313;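 also: potency is read from the fitted curve at half-maximal effect; % of control where 0% means no effect; nearly all actives have a fitted effect of over 60% in size; reporter is driven by a mutant NPC1 promoter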
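Stably transfected Huh7 (NPC1 promoter→luciferase), 1500 cells/well in Opti-MEM + 10% FBS, 2 h settle, then compound 24 h at 37 °C. Luminescence after 10 min with Amplite reagent.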
p53 reactivator: restores transcriptional activity of mutant p53 | H1299 p53-A138V BP100-luciferase reporter, luminescence, 24 h | Potency, µM (series often up to 92.2 µM), inactives show at the top dose activity change, positive = activation, usual class: activators | 320,000 tested, 0.063% active; also: potency is read from the fitted curve at half-maximal effect; % of control where 0% means no effect; nearly all actives have a fitted effect of over 45% in size
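H1299 (p53-null), stable ts p53-A138V + BP100-Luc; 1000 cells/well, Opti-MEM/10% FBS; cpd 4 pt, 1:5; 24 h, 37 deg C, 5% CO2; detection reagent 10 min RT; luminescence.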
Rab9 prom act: activators of Rab9 promoter | Huh7 Rab9 promoter-luciferase reporter, luminescence, 24 h | Potency, µM (titrated, usually from 9.22 µM), for the others: at the top dose activation, negative = inhibition, actives largely listed as activators | 320,000 tested, 2.8% active; also: potency is read from the fitted curve at half-maximal effect; % of control where 0% means no effect; nearly all actives have a fitted effect of over 60% in size
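Measured in stably transfected Huh7 cells bearing a Rab9 promoter–luciferase construct: 24 h compound treatment at 37 °C, followed by luminescence detection.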
* = called active by the depositor; ? = inconclusive; . = not tested or not shown; & = joins results of further samples; [ ] = another dose, or the depositor's remark. Unless noted, calls follow the shape of the dose curve; as a rule, active = well fitted curve in the direction sought with a large enough effect; inconclusive = small, poorly fitted or top-dose-only effect, or another doubt; inactive = no such curve, though single readings can be large; an effect the other way counts as inactive or inconclusive.

SMILES	ELG1 genotox	Tb PFK block	Gal4-VP16 FLuc	BRCA1 expr up	ELG1 repair inh	TRPV1 agonist	RORgamma inh	FLuc modulator	NPC1 promoter act	p53 reactivator	Rab9 prom act
COc1cc(NC(=O)c2cc(OC)c(OC)c(OC)c2)cc(-n2cnnn2)c1	3%	2%	6%	-22%	-5%	-3	19%	4%	-1%	3%	-1%
O=C(COc1ccc([N+](=O)[O-])cc1)Nc1ccc2c(c1)nc1n2CCOC1	-2%	-5%	0%	1%	4%	0	-12%	3%	-3%	-1%	5%
Cn1c(SCc2ccccc2Cl)nc2c1c(=O)[nH]c(=O)n2C	1%	0%	1%	-8%	-1%	0	9%	-15%	10%	7%	0%
O=[N+]([O-])c1cc2c(c(CSc3nnc(Nc4ccccc4)s3)c1)OCOC2	2%	-2%	0%	1%	4.6µM*	-4	-1%	1%	0%	3%	-11%
COc1cccc(C(=O)NCCSc2c(C)[nH]c3ccccc23)c1OC	-12%	2%	-4%	-55%	23µM*	?	39%	1%	-4%	-6%	0%
CCN(C(=O)CCNC(=O)Cn1cnc2ccccc2c1=O)c1cccc(Cl)c1	3%	0%	-9%	-8%	10%	3	-18%	-2%&-1%	-5%	-6%	2%
CCN1C(=O)[C@H]2[C@@H](c3ccc(C)cc3)N3C(=O)N(c4ccccc4)C(=O)[C@@]3(C)[C@H]2C1=O	6%	0%	4%	12%	-13%	-1	-1%	8%	3%	.	-4%
CC(=O)N1CCCc2cc(S(=O)(=O)CCC(=O)Nc3cccc(C)c3C)ccc21	-2%	1%	9%	3%	1%	8	0%	0%	-4%	-2%	3%
CSc1nc2sc(-c3ccccc3)cc2c(=O)n1N	?	-1%	?	?	?	-2	23%	?	1.3µM*	20%	0.63µM*
O=C1c2ccccc2C(=O)N1CC(O)Cn1nnc2ccccc21 (centres undefined)	0%	-1%	-8%[0.365 µM]	1%	-2%	-5	6%	-1%	-3%	-3%	-9%
CCn1c(SCC(=O)Nc2nccs2)nnc1-c1ccc(C)cc1	-3%	0%	3%	0%	-8%	-1	10%	-6%	-2%	-7%	1%
O=C(CN1CCN(c2ccc([N+](=O)[O-])cc2)CC1)Nc1ccccn1	-2%	-7%	4%	0%	?	6	?	0%	-2%	-12%	-4%
CCO[C@H]1OC(C(=O)Nc2ccccc2)=C[C@@H](c2coc3ccccc3c2=O)[C@@H]1CCCO	0%	3%	-2%	-4%	-1%	5	12%	0%	2%	-2%	2%
O=C(NCc1ccc2c3c(cccc13)C(=O)N2)c1cccs1	7%	6%	9%	0%	25%	3	-1%	0%	-3%	-1%	-1%
Cc1cccc(NC(=O)C2CCN(S(=O)(=O)c3ccc4c(c3)OCCO4)CC2)n1	-1%	-6%	.	-19%	-17%	4	.	-2%	0%	2%	-5%
CNC(=O)c1sc(N2N=C3/C(=C/c4ccccc4)CCCC3C2c2ccccc2)nc1C (centres undefined)	-18%	-5%[0.46 µM]	-20%	-46%	?	?	16%	4%	-5%	-1%	0%
CCC(=O)N(C)C(c1ccccc1Cl)c1nnnn1-c1c(C)cccc1C (centres undefined)	-1%	-3%	-4%	-73%	?	24	-18%	10%	-3%	5%	-2%
COc1ccc(NC(=O)CSc2n[nH]c(C(C)C)n2)c([N+](=O)[O-])c1	-12%	0%	-21%	-2%	?	4	40%	1%	-1%	0%	-4%
CN(CC(=O)Nc1ccccc1Cl)C(=O)COC(=O)c1cc([N+](=O)[O-])ccc1N1CCOCC1	2%	1%	.	6%	-21%	1	.	0%	9%	-4%	0%
CC(C)c1ccc(/C=N/NC(=O)CCNC(=O)c2ccccc2)cc1	23%	-1%	?	?	?	?	37%	8.5µM*	?	16%	?

Some of these compounds in order of heavy-atom count, high to low.
SMILES	ELG1 genotox	Tb PFK block	Gal4-VP16 FLuc	BRCA1 expr up	ELG1 repair inh	TRPV1 agonist	RORgamma inh	FLuc modulator	NPC1 promoter act	p53 reactivator	Rab9 prom act
CN(CC(=O)Nc1ccccc1Cl)C(=O)COC(=O)c1cc([N+](=O)[O-])ccc1N1CCOCC1	2%	1%	.	6%	-21%	1	.	0%	9%	-4%	0%
O=C(CN1CCN(c2ccc([N+](=O)[O-])cc2)CC1)Nc1ccccn1	-2%	-7%	4%	0%	?	6	?	0%	-2%	-12%	-4%
CCn1c(SCC(=O)Nc2nccs2)nnc1-c1ccc(C)cc1	-3%	0%	3%	0%	-8%	-1	10%	-6%	-2%	-7%	1%

Carrying on:
SMILES	ELG1 genotox	Tb PFK block	Gal4-VP16 FLuc	BRCA1 expr up	ELG1 repair inh	TRPV1 agonist	RORgamma inh	FLuc modulator	NPC1 promoter act	p53 reactivator	Rab9 prom act
O=C(CN1C(=O)C2(OCCCO2)c2ccccc21)NCCc1ccccc1	-2%	-1%	3%	-1%	4%	9	5%	0%	-2%	-3%	3%
Cc1nn(CC(=O)N2CCN(C)CC2)c(=O)c2ccccc12	2%	-1%	0%	-23%	-6%	-2	-2%	1%	-2%	2%	-11%
COCCn1c(SCC(=O)N2CCCc3ccccc32)nc2c(c1=O)SC(C)C2 (centres undefined)	-8%	-2%	0%	-14%	-10%	-2	-3%	4%	3%	-6%	-2%
O=C(CC1C(=O)NCCN1Cc1ccccc1F)NC1CCCCCC1 (centres undefined)	-7%	-3%	6%	.	?	9	17%	4%	-3%	1%	22%
C[C@H](NC(=O)c1nc[nH]c1C(=O)N[C@H](C)c1ccccc1)C(=O)OCc1ccccc1	1%	1%	3%	6%	?	5	-5%	2%	-5%	-15%	7%
CCC(C(=O)O)P(=O)(c1ccc(Cl)cc1)c1ccc(Cl)cc1 (centres undefined)	-2%	-5%	3%	-16%	-11%	7	-2%	-1%	0%	2%	-16%
Cc1onc(-c2ccccc2Cl)c1C(=O)N1CCN(S(=O)(=O)c2ccc(F)c(F)c2)CC1	.	0%	-18%	-3%	1%	0	0%	0%	-3%	.	-41%[inhibitor]
CCN1CCN(CCCNC(=O)C(=O)c2c(C)[nH]c3ccccc23)CC1	0%	2%	-5%	4%	4%	-1	-30%	-3%	0%	?	1%
CCCCN1CCc2[nH]c(=S)[nH]c(=O)c2C1	1%	-2%	-11%	-11%	2%	-2	5%	0%	0%	2%	-7%
CCN(CC)S(=O)(=O)c1cccc(C(=O)OCc2cc(=O)n3nc(C)sc3n2)c1	-2%	-1%	-6%	0%	-12%	0	3%	0%	1%	19%	1%
CC(C)c1nnc(NC(=O)CCC(=O)Nc2ccc(F)cc2)s1	2%	-1%	-9%	4%	0%	3	1%	0%	-2%	-7%	-4%
O=C(CSc1nnc(CNC(=O)c2ccccc2)o1)NCC1CCCO1 (centres undefined)	4%	-1%	-17%	-1%	-4%	0	-14%	5%	-3%	10%	-1%
COc1ccc(-c2nc3n(c(=O)c2C#N)CCCS3)cc1	15%	1%	7%	4%	5%	19	24%	1%	-3%	2%	-5%
CCN(C(=O)c1ccc2c(=O)n3c(nc2c1)CCCCC3)c1ccccc1C	-5%	1%	-1%	-1%	?	4	24%	0%	0%	-8%	-1%
Cc1cccc(/C=N/NC(=O)c2ccc(NC(=O)c3ccc(F)cc3)cc2)n1	-2%	8%	-10%	59%	4%	?	2%	?	3%	2%	4%
Cc1ccc(-c2nn(CCC(=O)O)cc2CCC(=O)O)cc1	1%	-1%	-3%	2%	15%	0	7%	2%	-7%	0%	1%
Cc1nc(-c2cc(-c3ccc(Cl)cc3)no2)cs1	?	1%	?	?	?	3	-23%	1.2µM*	1.1µM*	?	0.56µM*
COC(=O)Cc1ccc(NC(=S)NCc2ccccc2Cl)cc1	-1%	10%	?	-34%	13%	20	?	?	0%	9%	-4%

Structures above with a thiophene ring, fused or not (2):
SMILES	ELG1 genotox	Tb PFK block	Gal4-VP16 FLuc	BRCA1 expr up	ELG1 repair inh	TRPV1 agonist	RORgamma inh	FLuc modulator	NPC1 promoter act	p53 reactivator	Rab9 prom act
CSc1nc2sc(-c3ccccc3)cc2c(=O)n1N	?	-1%	?	?	?	-2	23%	?	1.3µM*	20%	0.63µM*
O=C(NCc1ccc2c3c(cccc13)C(=O)N2)c1cccs1	7%	6%	9%	0%	25%	3	-1%	0%	-3%	-1%	-1%
